PGE2 EP2 inh: human EP2 receptor antagonists, primary screen, TR-FRET cAMP, C6 glioma cells. C6 glioma cells expressing human EP2; cells stimulated with saturating PGE2. inhibition, % at 25 µM. 260,000 compounds, 0.52% hits. AID 1422, 2008;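 active = percent inhibition above 40 after rounding to a whole number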;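 also: rat C6 glioma host cells with rolipram phosphodiesterase inhibitor present; the protocol text gives 20 µM as final concentration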
Target sequence (P43116 whole entry, looked up): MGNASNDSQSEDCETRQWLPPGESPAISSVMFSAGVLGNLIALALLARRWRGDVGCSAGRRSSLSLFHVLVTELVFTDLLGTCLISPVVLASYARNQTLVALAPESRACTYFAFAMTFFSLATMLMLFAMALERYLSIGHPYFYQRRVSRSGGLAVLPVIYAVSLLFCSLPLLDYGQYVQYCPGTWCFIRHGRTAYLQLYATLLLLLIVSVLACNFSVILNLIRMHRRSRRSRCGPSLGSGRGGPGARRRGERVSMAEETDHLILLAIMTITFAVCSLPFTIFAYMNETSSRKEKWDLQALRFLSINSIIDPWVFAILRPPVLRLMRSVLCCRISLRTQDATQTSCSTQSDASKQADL
TbHK1 inh: Trypanosoma brucei hexokinase 1 inhibitors, primary screen, biochemical, G6PDH-coupled NADH absorbance, MLSCN library; hexokinase 1 [Trypanosoma brucei]; recombinant TbHK1, G6PDH-coupled NADH A340; inhibition, % at 10 µM; 220,000 compounds, 0.11% hits; AID 1430, 2008;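 active = inhibition of 50% or more in the single-dose primary screen; inactive = inhibition below 50%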
Ba/F3 V617F tox: reduced viability of JAK2V617F-dependent Ba/F3 cells, primary screen, JAK2V617F inhibitor project, cell-based, Ba/F3 EpoR-JAK2V617F, luminescence; inhibition, % at 5.6 µM; ATP luminescence; AID 1446, 2008; 220,000 compounds, 1.1% hits;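 active = inhibition above the campaign mean plus 3 SD over all tested compounds, cut at about 24% in these data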;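 also: cytokine-independent growth of Ba/F3 cells driven by EpoR plus mutant JAK2; 0% = DMSO-treated cells and 100% = JAK inhibitor I control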
p97 inhibitor: inhibitors of human p97 ATPase, primary screen, biochemical. AID 1481, 2009. Transitional endoplasmic reticulum ATPase (Homo sapiens), P55072. recombinant p97 ATPase, Kinase-Glo ATP luminescence, 3 h. 220,000 compounds, 0.42% hits. inhibition, % at 8 µM; in the data active = inhibition above about 15%;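 also: 0% = DMSO vehicle and 100% = wells lacking enzyme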
BaF3 tox: parental Ba/F3 cell viability inhibition, counter-screen for JAK2V617F inhibitor project, murine pro-B, CellTiter-Glo luminescence; CellTiter-Glo ATP luminescence; inhibition, % at 5.6 µM; 220,000 compounds, 1.1% hits;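 active = inhibition above a per-campaign cutoff, the mean inhibition of all tested compounds plus 3 SD, cut at about 27% in these data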;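 also: 0% = DMSO wells and 100% = JAK Inhibitor I control wells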
NCF1 inh: p47phox/p22phox peptide binding inhibitors, primary screen, biochemical, uHTS, NADPH oxidase regulatory subunit; inhibition, % at 24.7 µM; 220,000 compounds, 0.53% hits; fluorescence polarization, 2 h; Neutrophil cytosol factor 1 (Homo sapiens), P14598;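 active = inhibition above about 30%, limit read from the data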;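 also: 0% = p47phox with labelled peptide and 100% = labelled peptide alone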
PPC-1+TRAIL kill: compounds killing PPC-1 cancer cells with TRAIL present, primary screen, TRAIL potentiator project, ATPLite luminescence, uHTS; PPC-1 cells + TRAIL, ATPLite viability luminescence; cell killing (% activity), % at 4 µM; 220,000 compounds, 0.41% hits; AID 1443, 2008;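 active = cell killing above 50% in the first pass at 4 µM, then a duplicate retest at 5 µM averaging 50% or more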;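 also: plate controls were cells with TRAIL plus DMSO for no effect and medium-only wells lacking cells for full effect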
RBBP9 inhibitor: human RBBP9 inhibitors, primary screen, biochemical, fluorescence polarization, FP-Rh probe, HTS. Serine hydrolase RBBP9 (Homo sapiens), O75884. recombinant RBBP9. inhibition, % at 7.94 µM. 220,000 compounds, 0.2% hits;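 active = inhibition above the campaign mean of all tested compounds plus 3 SD, cut at about 14% in these data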;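 also: plate controls were DMSO wells with RBBP9 for no effect and wells lacking RBBP9 protein for full effect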
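System: RBBP9 protein | Quantity: 2.5 µM RBBP9 dispensing solution, before mixing | Reagent: FP-Rh probe, 375 nM dispensing solution | Timing: Enzyme-compound preincubation 30 min, then probe labeling 45 min, 25 °C | Measured by: Fluorescence polarization | Read-out: % inhibition | Replication: One well per compound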
Furin inhibitor: human furin inhibitors, primary screen, biochemical, fluorescence intensity; P09958; purified furin, fluorogenic substrate cleavage; inhibition, % at 30 µM; 220,000 compounds, 0.061% hits; AID 463115, 2010; in the data active = inhibition above about 25%; also: inactives centre near -15
Target sequence (P09958 108-714 limits assumed): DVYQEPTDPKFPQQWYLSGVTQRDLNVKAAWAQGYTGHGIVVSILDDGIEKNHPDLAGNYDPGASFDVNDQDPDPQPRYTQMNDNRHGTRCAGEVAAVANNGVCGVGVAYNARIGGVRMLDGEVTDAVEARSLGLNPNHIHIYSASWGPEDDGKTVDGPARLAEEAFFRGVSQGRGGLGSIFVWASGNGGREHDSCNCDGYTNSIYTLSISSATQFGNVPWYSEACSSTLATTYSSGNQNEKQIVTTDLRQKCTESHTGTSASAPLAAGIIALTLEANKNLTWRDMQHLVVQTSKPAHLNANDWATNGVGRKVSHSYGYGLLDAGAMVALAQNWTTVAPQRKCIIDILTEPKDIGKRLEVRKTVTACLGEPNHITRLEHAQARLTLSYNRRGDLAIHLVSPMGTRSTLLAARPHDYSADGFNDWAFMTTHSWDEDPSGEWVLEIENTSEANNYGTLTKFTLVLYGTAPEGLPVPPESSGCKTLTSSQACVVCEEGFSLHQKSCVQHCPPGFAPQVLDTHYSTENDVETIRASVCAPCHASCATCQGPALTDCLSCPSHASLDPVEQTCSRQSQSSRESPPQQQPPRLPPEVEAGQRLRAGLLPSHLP
Numbers without * were called inactive; x = not tested or not shown; & = joins results of further samples; [ ] = remark or other dose. An excerpt; the hit share may differ from the screen's.

SMILES | PGE2 EP2 inh | TbHK1 inh | Ba/F3 V617F tox | p97 inhibitor | BaF3 tox | NCF1 inh | PPC-1+TRAIL kill | RBBP9 inhibitor | Furin inhibitor
Cc1ccc(Oc2ncccc2/C=N/OCc2ccc(Cl)c(Cl)c2)cc1 | 12 | 4 | -5 | 7 | -1 | -6 | 14 | -1 | -16
CCS(=O)(=O)N1Cc2ccccc2CC1C(=O)Nc1nc2ccccc2s1 (stereo not given) | 11 | -4 | 3 | 0 | 10 | -23 | 17 | -8 | -4
Cc1cc(C(=O)CCl)c(C)n1Cc1ccco1 | 6 | -5 | 3 | 2 | 9 | -11 | 10 | 5 | -7
O=C(NCCCN1CCOCC1)c1cc(Cl)ccc1[N+](=O)[O-] | 6 | -5 | -4 | 3 | 0 | -4 | 6 | 0 | -17
CCOC(=O)c1cn(CC)c2cc(F)c(F)cc2c1=O | 8 | 5 | 3 | -3 | 4 | -6 | 13 | 4 | -23
CCCCNC(=S)N1CCN(CC)CC1 | 10 | 1 | 0 | 3 | 7 | -6 | 15 | 4 | -10
Nc1c(C(=O)N/N=C/c2ccc([N+](=O)[O-])cc2)cnn1-c1ccccc1 | 8 | -2 | 4 | -6 | 0 | -2 | 19 | -10 | -3
Cc1ccc(NC(=O)CSc2ccc(-c3ccc4c(c3)OCO4)nn2)cc1F | 7 | -9 | -3 | 1 | 2 | 0 | 29 | -8 | -24
O=C(c1c[nH]c2ccccc12)N1CCN(c2ccccc2)CC1 | 5 | 2 | 0 | 0 | 1 | -10 | 12 | -6 | -24
COc1ccc(C(=O)/C(C)=N/O)cc1OC | 8 | -4 | 0 | -2 | 2 | -3 | 6 | -2 | -13
CCN1CCN(C(=O)c2cc3c(=O)oc4ccc(C)cc4c3s2)CC1 | 4 | -17 | 1 | -5 | -2 | 0 | 0 | 5 | -10
CCCOC(=O)c1[nH]c2c(c1C)C(=O)CC(c1ccc(OC)c(OC)c1)C2 (stereo not given) | 3 | -6 | -2 | 4 | 4 | -10 | 16 | 2 | -12
Cc1ccc(C2=NN(C(=O)CCl)C(c3cccs3)C2)o1 (stereo not given) | 8 | -21 | 1 | -1 | 0 | 0 | -7 | -4 | -16
O=C(NCC1COc2ccccc2O1)c1cc2ccccc2o1 (stereo not given) | 9 | 3 | -1 | -1 | 1 | -12 | 15 | -4 | -21[20 µM]
CC1CCN(C(=O)c2cc3nc(-c4ccccc4)cc(-c4ccccc4)n3n2)CC1 | 12 | -7 | 0 | -1 | 4 | 10 | 9 | -1 | 4[20 µM]
CC(C)CN(C(=O)CN1CCN(c2cccc(Cl)c2)CC1)c1c(N)n(CC(C)C)c(=O)[nH]c1=O | 8 | 0 | -3 | -1 | 3 | -11 | 5 | 4 | -18
COC(=O)c1cc(OC)c(OC)cc1NC(=O)Nc1cccc(C(C)=O)c1 | 3 | -13 | -3 | 3 | -2 | -3 | 11 | -1 | 0
O=C(Cn1nnc(-c2ccc3c(c2)OCO3)n1)NCc1ccco1 | 10 | 2 | -4 | 12 | 2 | -10 | 1 | 2 | 9[20 µM]
Cc1ccc(Nc2nc(N)nc(CCl)n2)c(C)c1 | 4 | -3 | 99* | 0 | 30* | -14 | 92*[5 µM] | -14 | -13
Fc1ccc(COc2ccccc2CNc2nn[nH]n2)cc1 | 2 | 0 | 3 | 1 | 5 | -13 | 3 | -6 | -27
O=C(O)C1CC=CCC1C(=O)NCCCCc1ccccc1 (stereo not given) | 6 | -6 | 0 | 3 | 8 | -8 | 4 | -2 | -26
C=CCn1c(N)c(C(=O)NC2CCCCC2)sc1=S | 3 | -22 | 1 | -1 | 2 | -16 | -2 | -6 | 1[20 µM]
Cc1ccc(Nc2nnc(C)c(=O)[nH]2)cc1 | 8 | -3 | -3 | 3 | 6 | -1 | 5 | 0 | -26
O=S1(=O)NC(=NCCOCCO)c2ccccc21 | 5 | -4 | 1 | -3 | 2 | -1 | 5 | 0 | -21
CCN(CC)S(=O)(=O)c1ccc(NC(=O)c2ccc(NS(C)(=O)=O)cc2)cc1 | 8 | -6 | 7 | -3 | 8 | -8 | 11 | -6 | -8[20 µM]
SMILES | PGE2 EP2 inh | TbHK1 inh | Ba/F3 V617F tox | p97 inhibitor | BaF3 tox | NCF1 inh | PPC-1+TRAIL kill | RBBP9 inhibitor | Furin inhibitor
COc1ccc(C(=O)C2CCCN(C(=O)CCc3ccccn3)C2)c(C)c1 (stereo not given) | 1 | 1 | -2 | 2 | 4 | 0 | -7 | 4 | -27
COc1cccc(-n2nc(-c3ccnn3-c3ccc(F)cc3)c(=O)n(C)c2=O)c1 | 17 | -8 | -6 | 1 | 2 | -3 | 17 | 3 | -17[20 µM]
CC(SCc1cn2cc(Cl)ccc2n1)C(=O)O (stereo not given) | 17 | -8 | 0 | -2 | 9 | -8 | 3 | -10 | -13[20 µM]
C=CCSc1nc2ccccc2n1C(=O)/C=C/c1cc(OC)c(OC)c(OC)c1 | x | -12 | 2 | -6 | 1 | -2 | 7 | -11 | -11[20 µM]
COC(=O)CN(C#N)c1nc(C)cc(C)n1 | 0 | 4 | 0 | 9 | 6 | -14 | 13 | -7 | -24
COc1cc([N+](=O)[O-])ccc1NC(=O)Cc1ccc(F)cc1 | 7 | -18 | 3 | -1 | 7 | -7 | 15 | -7 | -6
CN(/C=C/C(=O)C(F)(F)F)Cc1ccccc1 | 9 | -39 | -3 | 2 | 2 | -16 | 16 | -4 | -14[20 µM]
c1ccc(OCCSc2nnnn2-c2ccccc2)cc1 | 4 | 3 | 1 | 4 | 4 | -4 | 26 | -3 | -21
CC(C)NC(=S)NNc1nc2ccccc2s1 | 9 | 3 | -5 | 11 | -1 | 0 | -4 | 1 | -22
Cc1ccc(C2CC(c3ccccc3C)n3nc(N)nc3N2)cc1 (stereo not given) | 10 | -3 | -7 | 1 | 3 | 2 | 12 | -4 | -19
Cc1ccc2nc(N3CCN(C(=O)c4cccs4)CC3)c(C#N)cc2c1 | 6 | -1 | -4 | 1 | -2 | -33 | -26 | -9 | -17
Cc1[nH]c2ccccc2c1C(=O)C(=O)NCc1ccco1 | 3 | -12 | -5 | 4 | -1 | 5 | 5 | -2 | -18
COC(=O)c1nn(-c2ccccc2)c(=O)cc1O | 3 | -7 | -3 | 10 | 0 | -6 | 6 | 1 | -16
COc1cccc2c(=O)n(CC(=O)Nc3ccc(F)cc3)ccc12 | 12 | -2 | -2 | 1 | 2 | -13 | 12 | -10 | -35
O=C(CSc1nc2ccccc2o1)N/N=C/c1ccc(O)c(O)c1 | 5 | -34 | 2 | 13 | -10 | -8 | 28 | -7 | -7
CCc1ccc(NC(=O)CSc2nc(O)cc(=O)n2C2CCCC2)cc1 | 3 | -4 | 3 | 2 | 11 | -15 | 5 | -9 | -4
Cc1cc(Oc2ccc(=O)n(C)n2)nc(Oc2ccc(=O)n(C)n2)n1 | 12 | 3 | -3 | 4 | 3 | -13 | 31 | -4 | -24
COc1ccc(CCNC2=NCCS2)cc1OC | 12 | -1 | -4 | 12 | 3 | 2 | 4 | -3 | -9
CCCOc1ccc(C(=O)C(CCC(CNCC)C(=O)c2ccc(OCCC)cc2)CNCC)cc1 (stereo not given) | 4 | 12 | -2 | 1 | 5 | -12 | 28 | 4 | -18
CCC(C)NC(=O)CO/N=C/c1ccc(C(=O)OC)cc1 (stereo not given) | 9 | 1 | -2 | -1 | 1 | -19 | -17 | 4 | -9[20 µM]
CC1CCN(C(=O)C2CCN(S(=O)(=O)c3cnc[nH]3)CC2)CC1 | 9 | 1 | 0 | -2 | 2 | 3 | 2 | -1 | -15[20 µM]
Cn1cc(Br)c(C(=O)NNC(=O)c2cccc(Br)c2)n1 | x | -8 | -3 | 3 | 4 | 4 | -6 | -1 | -20[20 µM]
O=S(=O)(N/N=C/c1cccnc1)c1ccc(Cl)c(Cl)c1 | 9 | -29 | -1 | 5 | 0 | -14 | 19 | -2 | -28
NC[C@@H]1O[C@H](O[C@H]2[C@@H](O)[C@H](O[C@@H]3[C@@H](O)[C@H](N)C[C@H](N)[C@H]3O[C@H]3O[C@H](CO)[C@@H](O)[C@H](O)[C@H]3N)O[C@@H]2CO)[C@H](N)[C@@H](O)[C@@H]1O | x | x | -5 | 6 | -4 | -1 | 3 | -3 | x
Oc1ccccc1-c1cc(C(F)(F)F)[nH]n1 | 1 | -3 | -2 | 4 | -6 | -2 | 2 | 4 | -31
SMILES | PGE2 EP2 inh | TbHK1 inh | Ba/F3 V617F tox | p97 inhibitor | BaF3 tox | NCF1 inh | PPC-1+TRAIL kill | RBBP9 inhibitor | Furin inhibitor
O=C1CC(NCc2ccc(F)cc2)C(=O)N1c1ccccc1 (stereo not given) | 10 | 0 | 0 | 4 | 4 | 0 | 10 | -8 | -33
CCN(CC)Cc1c(O)ccc2c(=O)c(-c3ccc4c(c3)OCCO4)coc12 | 12 | -28 | 0 | 3 | 4 | 7 | 2 | 0 | -24[20 µM]
COc1ccccc1/C=C/C(=O)OCC(=O)Nc1ccccc1Sc1ccccc1 | 8 | 7 | 0 | -3 | 2 | -1 | 17 | -12 | -13
CCCCN(C(=O)Oc1ccccc1)C1CCS(=O)(=O)C1 (stereo not given) | 4 | -9 | -3 | 2 | 3 | -5 | -1 | 3 | -29
Cc1cccc(C)c1NC(=O)/C(C#N)=C/c1cccs1 | 6 | -37 | -3 | 1 | 0 | -107 | 9 | -6 | -32[20 µM]
COCCNC(=S)Nc1cccc2cnccc12 | 0 | -1 | 1 | 8 | 5 | -10 | -17 | 8 | -15
CC(Sc1nc2c(cc1C#N)CCCCC2)C(=O)O (stereo not given) | 5 | -10 | 4 | 0 | 10 | -1 | 5 | 5 | -18
CCOC(=O)n1c(=O)n(C)c2ccc(Br)cc21 | 9 | 2 | -4 | 5 | 4 | -5 | 10 | -2 | -39
CCC(C(=O)NC(C)(C)C)N(Cc1cccs1)C(=O)CNS(=O)(=O)c1ccccc1 (stereo not given) | 7 | -3 | -4 | -2 | 0 | -13 | -8 | -7 | -21
CCOc1ccc(C(=O)NCC2CCCO2)cc1OCC (stereo not given) | 11&5 | 3 | 0 | 1 | 4 | 19 | 7 | -9 | -20
CC(=O)CSc1nnc2cc(C)c3ccccc3n12 | 9 | -4 | 3 | 4 | 10 | -2 | 22 | -1 | -10
COc1cc(CCC(=O)Nc2ccc(C)c(S(=O)(=O)N(C)C)c2)cc(OC)c1OC | 7 | 26 | -2 | -1 | 1 | -4 | 1 | -6 | -22

Some of these compounds in order of the p97 inhibitor value, lowest first:
Compound	TbHK1 inh	p97 inhibitor	NCF1 inh	RBBP9 inhibitor	Furin inhibitor
O=S1(=O)NC(=NCCOCCO)c2ccccc21	-4	-3	-1	0	-21
CCC(C(=O)NC(C)(C)C)N(Cc1cccs1)C(=O)CNS(=O)(=O)c1ccccc1 (stereo not given)	-3	-2	-13	-7	-21
COc1cc(CCC(=O)Nc2ccc(C)c(S(=O)(=O)N(C)C)c2)cc(OC)c1OC	26	-1	-4	-6	-22
CN(/C=C/C(=O)C(F)(F)F)Cc1ccccc1	-39	2	-16	-4	-14[20 µM]

High-throughput results deposited in PubChem BioAssay by several laboratories.
